Source: PubChem BioAssay (several laboratories)
Diaphorase inh = diaphorase inhibitors and chemical oxidizers, primary screen, counter-screen for diaphorase-coupled primary assays, biochemical, uHTS, resorufin fluorescence | diaphorase resazurin-to-resorufin fluorescence, NADH, 16 min; bacterial (C. kluyveri) enzyme, not human | inhibition, % at 20 µM | actives 0.69% (n = 190,000) | AID 1217, 2008;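 active = primary screen inhibition at 20 µM above a set limit, cut at about 50% in these data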;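 also: plate controls were DMSO with full reaction for no effect and wells lacking NADH for full effect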
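Assay system: diaphorase enzyme from Clostridium kluyveri. Quantity: enzyme working solution with 0.14 U/mL diaphorase. Schedule: reaction incubation of 16 min at room temperature. Technique: resorufin fluorescence, excitation 544 nm, emission 590 nm. Controls: No-NADH positive control and DMSO neutral control.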
PPARg SRC1 recr = PPARgamma agonists recruiting SRC-1 coactivator, primary screen, biochemical. activation, % at 8 µM. actives 0.41% (n = 200,000). PPARgamma-SRC-1 coactivator recruitment biochemical assay. Peroxisome proliferator-activated receptor gamma (Homo sapiens), P37231; in the data active = activation above about 19%;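 also: 0% = DMSO and 100% = reference agonist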
Target sequence (P37231 whole entry, looked up): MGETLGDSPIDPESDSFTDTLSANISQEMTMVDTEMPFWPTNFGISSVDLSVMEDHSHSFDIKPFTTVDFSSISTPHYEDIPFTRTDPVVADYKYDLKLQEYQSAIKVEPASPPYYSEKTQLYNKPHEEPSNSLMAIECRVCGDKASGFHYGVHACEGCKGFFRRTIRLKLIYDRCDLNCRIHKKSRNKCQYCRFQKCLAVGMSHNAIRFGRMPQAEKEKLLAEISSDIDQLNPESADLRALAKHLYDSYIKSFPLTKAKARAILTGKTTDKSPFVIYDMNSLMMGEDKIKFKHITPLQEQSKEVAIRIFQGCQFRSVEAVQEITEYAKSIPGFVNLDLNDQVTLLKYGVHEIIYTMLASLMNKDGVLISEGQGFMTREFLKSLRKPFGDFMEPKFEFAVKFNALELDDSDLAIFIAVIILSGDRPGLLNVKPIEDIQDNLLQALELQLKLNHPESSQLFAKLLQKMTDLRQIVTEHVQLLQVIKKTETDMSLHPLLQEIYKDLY
PPARg SRC-2 ag = agonists of PPARg-SRC-2 recruitment, primary screen, biochemical, HTS; Peroxisome proliferator-activated receptor gamma (Homo sapiens), P37231; PPARgamma LBD-SRC-2 recruitment; activation, % at 8 µM; actives 0.34% (n = 200,000); in the data active = activation above about 22%;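 also: 0% = vehicle and 100% = reference agonist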
PPARg SRC-3 ag = PPARgamma agonists recruiting SRC-3 coactivator, primary screen, biochemical; AID 731, 2007; Peroxisome proliferator-activated receptor gamma (Homo sapiens), P37231; actives 0.26% (n = 200,000); activation, % at 8 µM; biochemical PPARgamma/SRC-3 coactivator recruitment assay; in the data active = activation above about 23%;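 also: 0% = DMSO and 100% = reference agonist; some compounds past the cut are filed as inactive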
SRC2 TRFRET art = TR-FRET signal artefacts, primary screen, artefact control for PPARgamma SRC-2 agonist project, biochemical | actives 0.4% (n = 200,000) | TR-FRET ratio at 8 µM | AID 1049, 2008 | TR-FRET artefact counter-screen; stronger effect = higher value; in the data active = TR-FRET ratio above about 2000; also: inactives centre near 1500
G6PDH counter = L. mesenteroides G6PDH inhibitors, counter-screen for G6PDH-coupled screening assays, biochemical, Leuconostoc mesenteroides enzyme. glucose-6-phosphate dehydrogenase [Leuconostoc mesenteroides]. Purified L. mesenteroides G6PDH, diaphorase/resazurin coupled fluorescence, 45 min. inhibition, % at 5 µM. actives 0.12% (n = 200,000); in the data active = inhibition above about 50%
S1P3 antag = S1P3 receptor antagonists, primary screen, cell-based; Sphingosine 1-phosphate receptor 3 (Homo sapiens), Q99500; CHO S1P3 NFAT-BLA reporter, FRET fluorescence, antagonist mode; inhibition, % at 4.98 µM; actives 0.27% (n = 170,000);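 active = inhibition above the plate cutoff, the mean inhibition of test wells on that plate plus 3 SD, cut at about 28% in these data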;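 also: cells challenged with S1P at its EC80 of 0.8 µM; blue over green emission ratio from cleaved BLA substrate after 4 h stimulation; 0% = S1P-stimulated wells and 100% = unstimulated DMSO-only wells; some compounds past the cut are filed as inactive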
Diaphorase act = compounds boosting diaphorase resazurin reduction – biochemical, uHTS, resorufin fluorescence, counter-screen for diaphorase-coupled primary assays, primary screen; actives 0.005% (n = 190,000); activation factor at 20 µM; Diaphorase/resazurin coupled assay, 16 min; stronger effect = higher value; 1 = vehicle wells, 0 = NADH-free wells;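 active = diaphorase activity raised at least twofold by the compound at 20 µM; inactive = activation factor below 2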
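Assay system: bacterial diaphorase enzyme (C. kluyveri) / Input: enzyme 0.07 U/mL final / Medium: 50 mM HEPES pH 7.4 with 4.542 mM MgCl2, 0.005% Tween 20 / Doses: single compound dose of 20 µM, 1% DMSO final / Incubation: 16 min enzyme reaction, ambient temperature / Signal: fluorescence, excitation 544 nm and emission 590 nm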
PMI activator = activators of human PMI, primary screen, biochemical, fluorescence intensity, near-Km mannose 6-phosphate; purified human PMI, coupled resazurin fluorescence, 20 min; stronger effect = higher value; 1 = vehicle control, 0 substrate-free wells; actives 0.005% (n = 190,000); Mannose-6-phosphate isomerase (Homo sapiens), P34949; AID 1214, 2008; activation factor at 20 µM;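 active = activation factor of 2 or more at 20 µM, relative to plate controls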
Target sequence (P34949 whole entry, looked up): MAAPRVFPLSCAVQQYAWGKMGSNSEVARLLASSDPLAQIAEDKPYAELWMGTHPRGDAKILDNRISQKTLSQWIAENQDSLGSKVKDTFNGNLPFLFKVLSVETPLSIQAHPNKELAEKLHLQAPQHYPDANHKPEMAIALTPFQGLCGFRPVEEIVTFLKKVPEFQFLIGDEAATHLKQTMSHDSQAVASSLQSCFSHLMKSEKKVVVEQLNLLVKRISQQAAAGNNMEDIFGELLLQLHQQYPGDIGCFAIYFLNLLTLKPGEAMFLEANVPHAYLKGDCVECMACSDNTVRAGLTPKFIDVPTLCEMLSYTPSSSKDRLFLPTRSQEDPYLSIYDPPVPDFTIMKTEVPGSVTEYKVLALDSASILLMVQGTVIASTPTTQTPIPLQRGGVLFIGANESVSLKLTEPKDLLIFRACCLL
PMI act hi M6P = human PMI activators, high substrate, primary screen, biochemical, fluorescence intensity, near-saturating mannose 6-phosphate; actives 0.34% (n = 190,000); activation factor at 20 µM; Mannose-6-phosphate isomerase (Homo sapiens), P34949; AID 1216, 2008; coupled PMI enzyme assay, resazurin fluorescence, 20 min; stronger effect = higher value; 1 = untreated enzyme, 0 = substrate-free blank;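 active = activation factor of 2 or more at 20 µM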
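Test system: human phosphomannose isomerase with PGI, G6PDH, diaphorase coupling enzymes; amount: 15 ng/mL PMI; incubation: enzyme reaction with compound 20 min at room temperature; technique: resorufin fluorescence (Ex 544/Em 590 nm) from resazurin via diaphorase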
ROMK primary = ROMK potassium channel modulators, primary screen, cell-based, thallium flux, MLSMR library. ATP-sensitive inward rectifier potassium channel 1 (Homo sapiens), P48048. Tet-inducible ROMK, thallium flux fluorescence; actives lie on both sides. B-score at 10 µM. actives 2% (n = 130,000). AID 1918, 2009;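 active = signal ratio slope over the read window, or its plate-corrected B-score, at least 3 SD from the plate mean, either direction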;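 also: B-score of the F/F0 ratio slope over 7 to 12 s after thallium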
An asterisk follows results filed as active; x = not tested or not shown.

SMILES	Diaphorase inh	PPARg SRC1 recr	PPARg SRC-2 ag	PPARg SRC-3 ag	SRC2 TRFRET art	G6PDH counter	S1P3 antag	Diaphorase act	PMI activator	PMI act hi M6P	ROMK primary
O=C(NCc1ccncc1)Nc1ccccc1Cl	12	0	1	2	1817	-1	6	0.9	1	1	-0.39
Cc1ccc(-c2nc3ccccc3nc2Cl)cc1	5	-1	-2	-1	1460	1	-19	0.9	1	1	0.023
Cc1oc(-c2cc(F)ccc2F)nc1CN1CCN(c2ncnc3ccccc23)CC1	2	1	3	0	1411	9	1	1	1	0.9	-0.0046
COc1ccc(C(=O)N/N=C/C(C)c2ccccc2)cc1OC (stereo not given)	2	-4	-6	-3	1448	0	x	1	0.9	1	x
COC(=O)C1CCN(C(=O)COC(=O)Cc2c[nH]c3ccccc23)CC1	4	7	-5	3	1539	-1	4	1	1.1	1	0.27
CC(C)(C)c1ccc(CNC(=O)c2ccc3c(c2)NC(=O)CO3)cc1	11	4	-8	1	1685	3	10	0.9	1	0.9	0.14
O=C(Nc1ccccc1)N(Cc1cccs1)C1CCCC1	22	8	-3	-15	1536	4	14	0.8	0.9	0.9	x
CC(C(=O)c1ccc(-c2ccccc2)cc1)[n+]1ccccc1 (stereo not given)	7	3	2	6	1467	4	x	0.9	1	1.1	1.4
Fc1cccc(Cl)c1CSc1nnc(CN2CCOCC2)n1-c1ccccc1	23	-1	1	1	1283	0	x	0.8	1	0.9	0.1
COc1ccc2[nH]c(=O)c(CNc3ccccc3)cc2c1	34	-1	-7	6	1475	29	x	0.7	0.7	0.6	x
CCCCCCCCS(=O)C1CCS(=O)(=O)C1 (stereo not given)	5	7	11	6	1815	1	x	0.9	1.1	1.1	x
COc1ccc(CNCc2cccc(OC)c2OC)cc1Br	16	8	3	5	1570	5	-27	0.8	0.9	0.9	-0.5
COc1ccccc1NC(=O)CCCc1c[nH]c2ccccc12	12	5	3	-2	1575	-1	-4	0.9	1	0.9	-0.62
Cc1ccc(C(=O)OCC(=O)NCC2CCCO2)c(C)c1 (stereo not given)	13	-6	4	4	1695	-7	5	0.9	0.9	0.9	-0.88
COc1ccc(CCNC(=O)CCc2nc3ccccc3[nH]2)cc1OC	-12	11	2	1	1525	0	-9	1.1	1.1	1.1	-0.4
CCOc1ccc(Br)cc1S(=O)(=O)Nc1cccc(S(=O)(=O)N(C)C)c1	10	2	-11	5	1467	-1	-5	0.9	1.1	1	-0.82
CC(C)(C)NS(=O)(=O)c1ccc(CCC(=O)Nc2ccc3c(c2)OCO3)cc1	6	-6	2	0	1450	-7	x	0.9	1	1	x
O=C1NCCc2c1[nH]c1c(Cl)ccc(Cl)c21	11	4	8	3	1474	1	35	0.9	1	0.9	-2.4
COc1ccc(-n2cc(CNCC3CC(=O)N(C4CC4)C3)c(-c3ccccc3Cl)n2)cc1 (stereo not given)	-9	11	4	6	1354	22	-10	1.1	1	0.9	-0.38
C=CCn1c(COc2ccc3c(c2)CCCC3)nnc1SCC(=O)Nc1cccc(SC)c1	10	-2	-2	2	1437	7	x	0.9	0.8	0.9	-0.22
CCOC(=O)C1CCN(c2nc3ccccc3nc2C(C#N)C(=O)NCCc2ccccc2)CC1 (stereo not given)	26	-2	-9	-12	1452	0	x	0.7	0.9	0.9	-0.75
O=C(CSc1nnc(-c2ccccc2)o1)NC1CCS(=O)(=O)C1 (stereo not given)	3	10	3	2	1464	-7	-14	1	1	0.9	x
CCOC(=O)N1CCC(NC(=O)CCc2c(C)nc3c(c(C)nn3C(C)(C)C)c2C)CC1	13	2	-11	-13	1466	-31	-4	0.9	0.9	0.9	x
CC1CCCCN1C(=O)Cc1ccc(Cl)cc1 (stereo not given)	-3	0	11	2	1645	5	17	1	1	1	-0.13
Oc1c(Br)cc(Cl)cc1C=Nc1ccc(N2CCOCC2)cc1	15	18	11	12	1641	16	-7	0.8	0.8	0.5	0.57
Next structures.
SMILES	Diaphorase inh	PPARg SRC1 recr	PPARg SRC-2 ag	PPARg SRC-3 ag	SRC2 TRFRET art	G6PDH counter	S1P3 antag	Diaphorase act	PMI activator	PMI act hi M6P	ROMK primary
Cc1ccc(N(C)C(=O)N2CCN(c3ccccn3)CC2)cc1	7	-8	-1	-2	1478	-12	-30	0.9	0.9	0.9	x
c1ccc(N=P(c2nc3ccccc3o2)(N2CCOCC2)N2CCOCC2)cc1	-3	-6	2	-3	1644	-7	25	1	1	1	x
N#Cc1ccccc1CSc1nc2ccsc2c(=O)n1Cc1ccccn1	16	1	3	2	1489	-13	-3	0.8	0.9	1	0.14
CCOC(=O)c1c(C)[nH]c(C)c1C(=O)COC(=O)c1c(OC)cccc1OC	4	-2	2	1	1612	4	-10	1	1	1	0.39
CCN(CC)S(=O)(=O)c1ccc(C)c(NC(=O)c2cc(C)oc2C)c1	-21	4	5	2	1554	5	-10	1.2	1.1	1.1	1.1
Cc1cc(Cl)ccc1OCCCC(=O)NCCCn1ccnc1	9	7	1	4	1615	9	2	0.9	1	1	-1.5
Cc1c(NC(=O)c2cc(CC(C)C)on2)c(=O)n(-c2ccccc2)n1C	18	2	0	-8	1466	2	x	0.8	0.9	0.9	x
Cc1ccc(C)c(OCc2nnc(SCC(=O)NC(=O)NCc3ccco3)o2)c1	8	10	3	-1	1556	3	0	0.9	1	1.1	0.59
CC1CCN(S(=O)(=O)c2ccc(C(=O)N3CCN(c4ccccc4F)CC3)cc2)CC1	22	-2	1	0	1601	8	5	0.8	1	0.8	-1.1
COc1cc(NC(=O)CN2C(=O)c3ccccc3C2=O)c(C(=O)O)cc1OC	21	-4	-8	-27	1602	7	x	0.8	0.9	0.9	x
Cc1ccc(S(=O)(=O)/N=C(\c2ccccc2)N(C)S(=O)(=O)c2ccccc2)cc1	-3	2	-1	5	1626	28	-7	1	1.1	1.1	-0.25
O=C(O)c1ccc(CS(=O)c2cccc(C(F)(F)F)c2)o1 (stereo not given)	-1	-7	-8	-10	1457	6	-21	1	1.3	1.4	x
COc1ccccc1/C=C1\NC(=S)N(CC2CCCO2)C1=O (stereo not given)	24	6	7	7	1569	11	x	0.8	0.9	0.9	-0.14
CC(C)C(=O)NCCc1nc2ccccc2n1CCOc1ccccc1	8	0	-5	1	1475	11	-3	0.9	1	1	x
CC(C)C(NC(=O)OCc1ccccc1)C(=O)O (stereo not given)	5	1	7	4	1700	4	x	0.9	1	1	x
COc1ccc(NC(=O)C2CCCN(S(=O)(=O)c3ccc(C)cc3)C2)cc1OC (stereo not given)	23	3	-8	-2	1472	-1	38	0.8	0.9	0.8	x
O=C(CCC(=O)c1ccc(Br)cc1)Nc1cccnc1	2	3	-5	-2	1593	1	-6	1	1	1.1	-0.36
CCCN(CCC)CCNC(=S)Nc1ccc2nc3n(c(=O)c2c1)CCCCC3	13	1	6	4	1442	2	1	0.9	1	0.9	-1.1
NNC1=N[C@H]2CS(=O)(=O)C[C@H]2S1	4	8	13	3	1701	-3	-13	1	1	1.1	0.54
CCCOc1ccc(C(=O)NC(=S)Nc2nc3ccccc3s2)cc1	-8	-2	-2	3	1462	10	x	1.1	1	1	x
CCN(c1ccccc1)S(=O)(=O)c1cc(C(=O)Nc2ccccc2Cl)ccc1F	-1	-6	0	1	1366	4	1	1	1	1.1	x
O=C(CN1CCCCCC1)Nc1ccccc1	19	16	4	6	1642	14	-28	0.8	0.9	0.9	0.042
O=C1NCCCC1C(=O)NCCNC(=O)C(F)(F)F (stereo not given)	20	3	9	-4	1438	5	-43	0.8	0.9	0.9	x
O=C(c1cccs1)n1nc(-c2ccc(Cl)cc2)nc1NCc1ccco1	16	-3	1	1	1617	-2	x	0.8	1	1	x
COc1ccccc1OCC(=O)N/N=C1/C=C(C)CC1	9	7	-5	0	1633	8	-1	0.9	0.9	1	0.13
Additional entries.
SMILES	Diaphorase inh	PPARg SRC1 recr	PPARg SRC-2 ag	PPARg SRC-3 ag	SRC2 TRFRET art	G6PDH counter	S1P3 antag	Diaphorase act	PMI activator	PMI act hi M6P	ROMK primary
Cn1c(=O)c2c(nc(N3CCCCCC3)n2CC(=O)c2ccc(Br)cc2)n(C)c1=O	-5	-2	4	0	1496	-14	3	1	1	1	x
O=C(CSc1ccc(-c2ccc3c(c2)OCO3)nn1)Nc1nccs1	-1	6	5	7	1606	0	-24	1	1	1	0.014
O=C(NC(=S)N1CCN(c2ccc([N+](=O)[O-])cc2)CC1)c1ccccc1	-2	-1	-3	0	1619	10	8	1	1	1	0.098
Cc1nn(CC(=O)NCc2cccc3ccccc23)c(=O)c2ccccc12	8	7	-9	1	1414	1	x	0.9	1	0.9	x
O=C(NC1=NCCS1)c1ccncc1	22	3	-4	3	1560	1	3	0.8	1	1	x
CCc1ccc(NC(=O)C(=O)N/N=C(\C)CC(=O)NCc2ccc(Cl)cc2)cc1	2	8	13	5	1599	-3	-14	1	1.2	1.1	0.25
CC(C)(C)NC(=O)COC(=O)CNC(=O)c1cc(Cl)cc([N+](=O)[O-])c1	11	7	2	3	1754	9	-35	0.9	0.9	1	x
Cc1cc(N2CCN(C)CC2)nc2ccc(NC(=S)N3CCCCC3)cc12	-33	-4	3	5	1456	-4	-1	1.3	0.8	0.5	0.11

Compounds as they come, and some 3.3% of all compounds hit somewhere here.
